Ins promoter up: MIN6 insulin promoter up-regulation; MIN6 insulin promoter-GFP reporter, high-content imaging; hits give high values; 190,000 compounds, 0.3% hits; z-score at 5 µM; AID 1625;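 active = z-score above 3 at 5 µM with at least 500 cells counted in the well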
Lipid droplet: hepatic lipid droplet formation modulation | AML12 mouse hepatocytes, oleate lipid droplets, BODIPY imaging | inhibition, % at 6.5 µM | 240,000 compounds, 0.4% hits;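 active = lipid droplet intensity inhibited by at least 50%, with more than 500 cells counted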
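Material: mouse AML12 hepatocyte cell line, fixed after treatment; Timing: compound with oleate, overnight; Technique: high-content imaging of BODIPY-stained droplets and DAPI nuclei; Probe or stimulus: oleate, 100 µM final; Dosing: compound at 6.5 µM only.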
human PMI inhibitors: human PMI inhibitors, high substrate, primary screen, biochemical, fluorescence intensity, high mannose 6-phosphate (AID 1220); 190,000 compounds, 0.66% hits; recombinant PMI enzyme, coupled fluorescence intensity; higher % means a stronger effect; inhibition, % at 20 µM; hits with a dose series show IC50 in µM
b-catenin transl: alters nuclear translocation of beta-catenin in HeLa cells; immunofluorescence imaging; nuclear translocation activity, % at 5 µM; 190,000 compounds, 0.3% hits;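 active = nuclear translocation activity above 50% at 5 µM, with a well cell count of 50 or more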;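 note: per-cell ratio of nuclear to cytoplasmic median beta-catenin stain intensity; plate controls were DMSO negative control for no effect and GSK-3 inhibitor IX positive control for full effect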
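Technique: fluorescence imaging of beta-catenin antibody stain plus DAPI / Material: human HeLa cell line / Incubation: compound treatment 24 h, 37°C, 5% CO2 / Read-out basis: % activation of per-cell nuclear versus cytoplasmic median beta-catenin signal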
MT stabilize HCS: stabilizes microtubules in HeLa cells | HeLa tubulin immunostaining HCS, 24 h; share of cells brighter than vehicle mean+2SD | % tubulin-high responders, % at 10 µM | 200,000 compounds, 0.83% hits | AID 2205;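 active = plate Z-score above 3 for both tubulin-high and condensed-nucleus cell shares, with cell loss under 80%, at 10 µM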;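 note: anti alpha tubulin signal scored within the nucleus-defined area of each cell; some results filed as inactive read as strong as hits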
T cell HTS: T cell immune modulation candidate. calls only at 7 µM. 2C CD8+ T cell-vesicle binding, flow cytometry; hits give low values. 330,000 compounds, 0.068% hits;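 active = response, share of CD8 T cells binding vesicles, and their 90th percentile fluorescence all below set limits, cut at about 80% in these data, passing the limit was not always enough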
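Material: murine 2C transgenic CD8+ T lymphocytes / Also added: QL9-peptide-loaded Drosophila micro-vesicles bearing Ld, ICAM-1 and B7-1 / Schedule: binding step 1.5 h, 37 °C, antibody labelling 20 min, ice / Signal: flow cytometry, PE anti-B7-1 (FL2) versus Alexa647 anti-CD8 (FL8), PFA-fixed / Evaluation: percent CD8+ FL2 mean versus row control / Benchmarks: naked versus QL9-loaded vesicles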
Autophagy HCS: autophagy modulation, high-content screen | MEF GFP-LC3 puncta imaging; test concentration mostly 10 µM | calls only at 10 µM (by protocol) | 190,000 compounds, 0.98% hits;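 active = percentage of spot-positive cells more than 3 SD above its plate mean, without a fluorescence outlier flag or 80% toxicity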;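 note: spot-positive cell cutoff set from DMSO-treated cells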
TNAP activators: human TNAP enzyme activators, primary screen, biochemical, luminescent, no phosphate acceptor, uHTS (AID 1001); purified TNAP, luminescent activation assay, no phosphate acceptor; higher activation fold means a stronger effect; activation fold at 20 µM, or EC50 in µM where a hit was titrated; 200,000 compounds, 0.03% hits; in the data active = activation fold from about 3, or a potency from the dose series; inactive = the rest, 99 in 100 with activation fold below about 1.6; note: many of its hits are not listed in these tables
human PMI inhibition: inhibitors of human PMI, primary screen, biochemical, fluorescence intensity, coupled assay (AID 1209) | inhibition, % at 20 µM; hits with a dose series show IC50 in µM | 190,000 compounds, 0.42% hits | purified PMI enzyme, coupled fluorescence intensity; higher % means a stronger effect;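 note: plate controls were DMSO vehicle for no effect and wells lacking substrate for full effect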
Ins promoter up cell count: recorded beside Ins promoter up, whose call it bears; cell count; measured here: cytotoxicity, nuclei count;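 total cells summed across four imaged fields per well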
Lipid droplet cells 6.5 µM: recorded beside Lipid droplet, whose call it bears; cell count; measured here: cell count, cytotoxicity flag;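 cells counted across two imaged fields per well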
b-catenin transl cell count 5 µM: recorded beside b-catenin transl, whose call it bears; cell count; measured here: cell count, cytotoxicity flag
T cell HTS vesicle-bound %: second read-out of T cell HTS, no call of its own (marks repeat the call); double positive events, %; measured here: CD8+ vesicle-bound cell fraction;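 binding gate set so that unloaded-vesicle control wells show 10% double positive cells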
MT stabilize HCS Hoechst-high %: further read-out of MT stabilize HCS, marked with its call; % Hoechst-high responders; measured here: nuclear condensation Hoechst responders;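 share of cells brighter than vehicle mean plus two SD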
MT stabilize HCS cytotoxicity %: recorded beside MT stabilize HCS, whose call it bears; toxicity, %; measured here: cytotoxicity by cell density;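 0% = mean cell density of plate MIN control wells and 100% = no cells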
Autophagy HCS cell loss 18 h: further read-out of Autophagy HCS, marked with its call; toxicity, %; measured here: cell loss, nuclei count;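 cell loss after 18 h compound exposure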
* = called active by the depositor; i = inactive; . = no result given; + = active, no number. Cut-off read from the data, not from the text of the source, unless noted: active = inhibition above about 50%; inactive = the rest.

SMILES	Ins promoter up	Ins promoter up cell count	Lipid droplet	Lipid droplet cells 6.5 µM	human PMI inhibitors	b-catenin transl	b-catenin transl cell count 5 µM	MT stabilize HCS	MT stabilize HCS Hoechst-high %	MT stabilize HCS cytotoxicity %	T cell HTS	T cell HTS vesicle-bound %	Autophagy HCS	Autophagy HCS cell loss 18 h	TNAP activators	human PMI inhibition
COc1ccc(S(=O)(=O)Nc2ccc(NC(C)=O)cc2)cc1OC	0.16	1309	5.4	686	5.4%	.	.	2.5	0.2	63.2	i	38.1	i	-4.5	1.1	6.6%
O=[N+]([O-])c1c(NCCO)cc(N2CCC3(CC2)OCCO3)c2nonc12	0.48	1212	6.9	653	.	-0.7	488	2.9	1.9	3.2	i	39.2	i	-23.4	0.9	60.3%*
CC(C)(C)C1=NN(c2ccc([N+](=O)[O-])cc2)C(c2ccccc2)C1 (stereo not given)	-0.91	1189	-11.1	693	0.3%	1.2	1028	1.6	2.1	4.4	i	48.9	i	15.2	0.9	-5.8%
CCOc1ccc(NC(=S)N2c3ccccc3CC2C)cc1 (stereo not given)	-0.17	1032	13.5	668	5.6%	3.6	967	1.2	2.4	6.9	i	28.4	i	1.4	1.1	12.7%
Cc1ccc(OCc2nnc(SCC(=O)c3cccs3)n2-c2ccccc2)cc1C	0.48	1411	.	.	15.2%	-2.2	1366	3.0	1.5	5.0	i	15.9	i	4.5	1.1	18.7%
CSc1cccc(NC(=O)CCc2ccccc2)c1	0.69	1699	-12.0	686	2.8%	-5.2	1166	7.8	1.6	5.8	i	39.3	i	11.3	1.1	0.9%
CCN1CCN(C(C(=O)NC2CCCCC2)c2ccc(Cl)cc2)CC1 (stereo not given)	0.54	861	-3.8	811	-1.2%	1.3	1060	1.4	1.3	3.1	i	46.7	i	-5.2	1	5.3%
O=C(Cc1coc2ccc3ccccc3c12)NC1CCCc2ccccc21 (stereo not given)	-1.21	1378	51.9*	610*	5.2%	-0.7	1088	2.1	2.2	4.4	i	47.5	i	11.9	1.1	10.6%
Cc1ccc(C2(C)NC(=O)N(CC(=O)Nc3c(C)n(C)n(-c4ccccc4)c3=O)C2=O)cc1 (stereo not given)	-0.06	1189	0.9	714	11.9%	1.7	519	5.2	1.7	10.6	i	35.4	i	3.0	1.1	4.6%
CCS(=O)(=O)c1cc([N+](=O)[O-])c(Sc2ccccc2NC(C)=O)s1	-0.78	1077	-10.5	740	.	-0.3	1271	.	.	.	i	47.5	.	.	.	.
CS(=O)(=O)N(CC(=O)Nc1cccc([N+](=O)[O-])c1)c1ccccc1F	.	.	2.2	726	7.8%	0.1	1467	2.4	2.3	10.2	i	1.0	i	-6.9	1	17.9%
O=C(Nc1nc2c(Cl)cccc2s1)c1ccc(Br)o1	0.17	1223	-24.4	746	-6.4%	-0.2	1255	1.6	1.6	0.4	i	5.4	i	7.3	1.1	8.6%
CN(C)S(=O)(=O)c1ccc(C(=O)Nc2ccc(OCC(=O)N3CCOCC3)cc2)cc1	0.18	1193	.	.	-2.8%	-6.4	996	1.4	1.7	0.8	i	25.2	i	1.8	1.1	-3.3%
Brc1ccccc1-c1nnc(COc2ncnc3c2cnn3-c2ccccc2)o1	0.17	1444	.	.	-5.7%	-0.6	1273	10.8	2.5	15.5	i	54.7	i	16.3	1	-4.5%
Cc1ccc(-c2cc(C(=O)NCc3ccccn3)c3ccccc3n2)cc1	0.55	1823	-0.3	668	16.1%	-1.2	1045	2.3	1.3	12.3	i	22.6	i	9.5	1	19.5%
O=c1c2c(nc3nc(SCc4ccccc4)[nH]n13)CCC2	-0.95	1377	.	.	-3.4%	-5.5	946	4.0	2.1	7.7	i	31.9	i	2.3	1.1	-1.2%
CC(C)(C)c1ccc(/C=C2/SC(N3CCCC3)=NC2=O)cc1	1.02	1489	-4.0	758	.	-0.1	980	.	.	.	i	43.5	.	.	.	.
Cc1cccc(C)c1OCC(=O)N(Cc1cccs1)C1CCS(=O)(=O)C1 (stereo not given)	-0.65	959	-14.9	683	.	0.1	1390	.	.	.	i	43.3	.	.	.	.
CN(C)S(=O)(=O)c1cccc(C(=O)C2=C3SC=C(c4ccccc4)N3CC2)c1	-0.46	1404	.	.	16.6%	0.6	1451	4.6	2.9	10.3	i	33.8	i	1.6	1	15.2%
COCCSc1nnc(NS(=O)(=O)c2ccc(F)cc2)s1	0.58	1432	11.2	695	-10.9%	0.8	1524	1.6	1.6	3.7	i	55.2	i	-10.4	1	-12.4%
COc1ccc(/C=N/NC(=O)c2ccc(CN3c4cccc5cccc(c45)S3(=O)=O)cc2)cc1	0.7	1375	3.2	637	15.2%	.	.	3.4	3.8	8.3	i	51.9	i	-5.8	1	4.1%
Cc1ccc(C(=O)NC(=C(Cl)Cl)S(=O)(=O)c2ccc(C)cc2)cc1	.	.	-1.4	577	-6.7%	0.6	1102	3.7	2.9	1.5	i	10.4	i	-3.5	1.1	-1.5%
COc1ccc(NC(=S)NC(NC(=O)c2cccc3ccccc23)C(Cl)(Cl)Cl)c([N+](=O)[O-])c1 (stereo not given)	0.17	1040	-3.5	747	9.2%	.	.	3.1	1.9	6.6	i	35.8	+	3.6*	1	14.8%
COC(=O)Cc1c(C(=O)OC)nnn1-c1ccc(OC(F)(F)F)cc1	0.48	951	-2.9	664	-1.8%	-1.5	949	4.6	0.9	5.6	i	57.3	i	-2.1	1.1	-7.2%
C=CCNc1nc(S(=O)Cc2ccc(C)cc2)nc2c1CCCC2 (stereo not given)	-0.71	1271	-1.0	758	-5.4%	-1.8	1126	2.8	2.1	1.5	i	44.1	i	3.9	1.2	-2.6%
CC(C)CC(=O)NC(=S)Nc1cccc(NC(=O)c2ccccc2Cl)c1	.	.	-20.7	753	6.1%	1.7	1135	2.9	2.5	7.5	i	12.1	i	-0.3	1.1	8.6%
CC(C)NC(=O)Cn1nnc(-c2ccc(Cl)cc2)n1	-0.11	1432	.	.	-8.3%	3.8	1455	6.4	1.8	4.4	i	31.5	i	13.2	1.1	-5.4%
Cc1ccc2nc(N3CCOCC3)c(C=O)c(=O)n2c1	.	.	0.3	545	2.9%	-0.4	1602	1.6	2.3	3.8	i	32.5	i	15.2	1	-2.1%
O=C(c1ccc(N2CCCCC2)c([N+](=O)[O-])c1)N1CCN(c2ccccn2)CC1	-0.42	1194	-8.7	756	6.0%	1.2	1023	2.3	1.0	1.7	i	58.5	i	18.9	1	-2.9%
CC(C)C(NS(=O)(=O)c1ccc(Br)s1)C(=O)O (stereo not given)	-0.17	1871	7.5	616	7.6%	0.0	1040	4.3	4.4	9.1	i	45.0	i	2.5	1	9.1%
CCOc1ccc(N=C2NC(=O)C(CC(=O)Nc3ccc(OC)cc3)S2)cc1 (stereo not given)	-0.31	1537	-3.4	667	-8.8%	-0.6	1013	2.2	1.9	7.7	i	52.3	i	-4.6	1	-1.1%
CCN(CC)c1nc2c(s1)C(=O)CC(C)(C)C2	.	.	9.8	772	-3.8%	.	.	1.6	1.0	5.8	i	37.4	i	-7.1	1.1	1.9%
CN1CCN(C(=S)c2ccc(-c3cccc(Cl)c3Cl)o2)CC1	-0.44	1435	24.5	755	13.8%	.	.	4.3	3.0	6.0	i	40.6	i	-5.2	1	8.7%
COc1ccc(NC(=O)N(C2CCCCC2)C(C)c2ccco2)c(OC)c1 (stereo not given)	-0.4	784	.	.	18.9%	-3.3	974	6.3	3.7	5.3	i	14.3	i	14.3	0.9	13.6%
CCOC(=O)C1(Cc2ccccc2C(F)(F)F)CCN(C2CCC2)CC1	.	.	-18.2	704	5.2%	0.4	1006	3.4	1.8	6.5	i	10.9	i	19.6	1	3.9%
N#Cc1ccccc1Cn1c(=O)n(Cc2ccc(C(=O)NCc3ccco3)cc2)c(=O)c2ccccc21	.	.	20.0	730	-3.3%	1.6	1092	4.2	5.4	1.0	i	39.4	i	19.7	1	8.7%
Nc1nc(Nc2cccc(C(F)(F)F)c2)nc(C(F)(F)F)n1	0.38	1657	.	.	8.5%	0.0	677	13.9	2.6	9.8	i	36.3	i	0.0	1.1	7.0%
Cc1c(Nc2nc(C(F)(F)F)nc3ccccc23)c(=O)n(-c2ccccc2)n1C	-0.12	1375	-5.1	655	0.2%	-0.3	1455	1.4	2.1	12.4	i	25.0	i	-2.6	1.1	3.5%
O=C(COc1ccc2oc3c(c2c1)CCCC3)Nc1ccccn1	0.73	1944	-9.5	632	8.6%	-1.4	1041	4.4	1.8	3.9	i	65.0	i	-0.1	1.1	10.5%
Fc1ccc(NCc2cn3ccccc3n2)cc1	1.56	1031	.	.	8.7%	-1.1	1176	2.9	1.2	0.7	i	42.6	i	5.7	1.1	0.0%
O=C1OC(c2ccc(F)cc2)=N/C1=C\c1ccc(Br)o1	0.28	1129	-0.4	694	-4.2%	-0.4	1061	1.3	2.1	9.7	i	8.1	i	15.3	1.1	-17.9%

Structures listed so far that bear a hit mark in human PMI inhibition.
molecule	human PMI inhibitors	MT stabilize HCS Hoechst-high %	T cell HTS	T cell HTS vesicle-bound %	TNAP activators	human PMI inhibition
O=[N+]([O-])c1c(NCCO)cc(N2CCC3(CC2)OCCO3)c2nonc12	.	1.9	i	39.2	0.9	60.3%*

High-throughput results as filed in PubChem BioAssay.
